Bioassay records deposited in PubChem BioAssay by National Center for Advancing Translational Sciences (NCATS).
ATXN2 expr inh: inhibitors of ATXN2 expression; Potency, µM (highest dose often 57 µM), inactives show at the top dose activity change, negative = inhibition, hits mostly inhibitors; hit rate 0.72% among 360,000; HEK-293 ATXN2-luciferase reporter, luminescence, 24 h; further: potency means the concentration at half of the fitted maximal effect; on the % scale 0 is the no-effect control and ±100 the full control effect; nearly all actives have a fitted effect of over 55% in size
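qHTS (up to 57 uM final) was run with 24 h compound exposure of reporter cells at 37 °C. Each well was multiplexed: SteadyGlo luminescence measured ATXN2-luciferase expression after a fluorogenic Gly-Phe-AFC viability readout (25 uM final).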
KB-3-1 cytotox: KB-3-1 parental cell cytotoxicity; KB-3-1 viability, CellTiter-Glo ATP luminescence, 72 h; Potency, µM (series often up to 46.1 µM), inactives show at the top dose activity change, negative = cytotoxic, most hits filed as cytotoxic; hit rate 1.4% among 400,000; further: potency means the concentration at half of the fitted maximal effect; on the % scale 0 is the no-effect control and ±100 the full control effect; nearly all actives have a fitted effect of over 60% in size
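72 h, 37 °C compound treatment of KB-3-1 parental cells; CellTiter-Glo added, 10 min, luminescence read. Data corrected against DMSO-only plates and normalized before curve fitting.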
S2 tox: viability counter-screen for ATXN expression inhibitors; hit rate 0.49% among 400,000; Potency, µM (series often up to 56.7 µM), usual class: cytotoxic; AID 651635; S2 cells (HEK-293 line with an ATXN2-luciferase reporter) viability, CellTiter-Fluor protease fluorescence, 24 h; further: potency means the concentration at half of the fitted maximal effect; nearly all actives have a fitted effect of over 40% in size
HT1080NT lethal: kills 2HG-producing HT-1080-NT fibrosarcoma cells | HT-1080-NT fibrosarcoma viability, CellTiter-Glo ATP luminescence, 48 h | Potency, µM (series often up to 46.1 µM), for the others: at the highest dose activity, negative = less viability, most hits filed as cytotoxic | hit rate 1.6% among 360,000 | AID 686970;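 further: NT is the 2HG producing partner of a matched IDH1 knockdown line; potency means the concentration at half of the fitted maximal effect; 0% = DMSO-treated cells and -100% = media-only wells without cells; nearly all actives have a fitted effect of over 55% in size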
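Read-out is CellTiter-Glo luminescence after 10 minutes at room temperature, following 48 hours' compound treatment of HT-1080-NT cells (750 cells/well, RPMI, 5% FBS, 37 degrees C).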
HT1080 IDH1KD tx: kills HT-1080 cells with IDH1 knockdown; HT-1080 IDH1 knockdown viability, ATP luminescence, 48 h; Potency, µM (highest dose often 46.1 µM), for inactives: top-dose activity, negative = toxicity, hits mostly cytotoxic; hit rate 2% among 360,000;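 further: potency means the concentration at half of the fitted maximal effect; 0% = DMSO wells and -100% = cell-free medium wells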
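Cytotoxicity counter-line: IDH1KD HT-1080, 48 h, CellTiter-Glo. Curves classed by r2, magnitude and activity.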
HepG2 viability: counter-screen for TGF-b inhibitors: cytotoxicity in HepG2 cells. HepG2 CAGA-GFP viability, ATP luminescence, 18 h. Potency, µM (series often up to 46.1 µM), inactives show at the top dose activity change, negative = cytotoxicity, actives largely listed as cytotoxic. hit rate 0.76% among 410,000. AID 588856; further: potency means the concentration at half of the fitted maximal effect; some results filed as inactive show a strong effect at the top dose
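CellTiter-Glo luminescence gave cytotoxicity after 18 hours at 37 degrees C. The cells were HepG2 CAGA-GFP in 1% FBS DMEM, stimulated with 500 pg/mL TGF-beta after compound addition. %Activity was normalised to no-cell wells (complete cell-killing) and DMSO (no toxicity), and curves were fitted and classified.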
MCF10A rerep: inducers of DNA re-replication in MCF 10A breast cells. MCF 10A DNA re-replication, Hoechst nuclear intensity, 48 h. Potency, µM (titrated, usually from 46.1 µM), for the others: top-dose activity, positive = re-replication, hits mostly activators. hit rate 2.9% among 350,000. AID 624296; further: potency means the concentration at half of the fitted maximal effect; % of control where 0% means no effect; nearly all actives have a fitted effect of over 50% in size
SW480 rerep: DNA re-replication induction in SW480 cells; SW480 DNA re-replication, Hoechst DNA content imaging, 48 h; Potency, µM (doses to about 46.1 µM), for the others: at the top dose re-replication activation, most hits filed as activators; hit rate 1.8% among 340,000; AID 624297; further: potency means the concentration at half of the fitted maximal effect; % of control where 0% means no effect; nearly all actives have a fitted effect of over 55% in size
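250 cells/well; 23 nL cpd via pin tool; 48 hr, 37 C, 5% CO2; Hoechst 40 min; imager read of total nuclear intensity, ex 405/em 500-530 nm.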
IL1B secr inh: inflammasome signaling inhibition, IL-1 beta readout | THP-1 LPS/ATP IL-1B secretion, AlphaLISA, 16 h; stronger effect = lower value | activity change, % at 57.5 µM | hit rate 4.7% among 360,000; in the data active means activity change below about -50%; inconclusive means mostly about -30% to -49%; further: on the % scale 0 is the no-effect control and ±100 the full control effect
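THP-1 cells pretreated 1 hr with compounds (up to 57.5 uM final), then stimulated with LPS (250 ng/mL final) plus ATP (1.25 mM final); secreted IL-1B measured by AlphaLISA after 16 hr, decreased signal indicating inhibition.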
* = called active by the depositor; i = inactive; ? = inconclusive; . = not tested or not shown; [ ] = another dose, or the depositor's remark. Unless noted, the call rests on the fitted dose curve; in most records, active means well fitted curve in the direction sought with a large enough effect; inconclusive means small, poorly fitted or top-dose-only effect, or another doubt; inactive means no such curve, though single readings can be large; an effect the other way counts as inactive or inconclusive.

SMILES	ATXN2 expr inh	KB-3-1 cytotox	S2 tox	HT1080NT lethal	HT1080 IDH1KD tx	HepG2 viability	MCF10A rerep	SW480 rerep	IL1B secr inh
O=C(O)COc1ccccc1C=NNC(=O)c1ccc(NS(=O)(=O)c2cccs2)cc1	12%	15%	i	6%	11%	0%	1%	-3%	12
CCOc1ccc(NC(=O)C2CC(=O)N(C(C)C)C2)cc1 (stereo unspecified)	1%	-5%	i	16%	11%	-9%	-2%	-1%	19
Cc1nc(Nc2ccc(F)cc2)[nH]c(=O)c1CCC(C)C	-28%	?	i	?	?	-56%	23%	-1%	-8
Cc1ccc(-c2nc(SC(C)C(=O)NC3CC3)n[nH]2)cc1 (stereo unspecified)	.	-1%	i	7%	9%	-2%	.	.	0
O=C(CCC1CCCC1)Nc1cccc(Cc2ccncc2)c1	4%	-13%	i	-2%	-9%	-29%	?	0%	-7
Cc1ccc(S(=O)(=O)N2CCc3ccccc3C2)cc1	.	-7%	i	-1%	-1%	-9%	-5%	-5%	8
Cc1ccc(C(C)C)c(OCC(=O)NN=C2CCCC(=O)C2)c1	0%	10%	i	-16%	-5%	-14%	?	-7%	-3
O=[N+]([O-])c1ccc(Cl)c(S(=O)(=O)Nc2ccc(-c3ccc(N4CCCC4)nn3)cc2)c1	5%	9%	?	-4%	-12%	-2%	15%	-7%	-85*
COc1ccc([C@@H]2[C@@H]3C(=O)N(C(C)(C)C)C(=O)[C@@H]3[C@]3(C)C(=O)N(c4cccc(Cl)c4)C(=O)N23)cc1	0%	2%	i	0%	-2%	8%	?	-18%	20
CCOC(=O)c1c(NC(=O)COc2ncnc3ccccc23)sc(C)c1C	-3%	27%	i	4%	3%	-1%	8%	0%	12
COc1ccc(NC(=O)CSc2ccc(-c3sc(C)nc3C)nn2)cc1OC	2%	-2%	i	17%	21%	0%	?	-12%	i
O=c1[nH]c(N2CCN(Cc3ccccc3)CC2)nc2c1CCC2	-9%[11.3 µM]	0%	i	0%	-2%	10%	-11%	-10%	29
O=C1c2ccccc2C(=O)N1CC(O)COc1ccccc1Cl (stereo unspecified)	.	6%	i	0%	2%	-8%	0%	-5%	-10
CCOC(=O)O[C@]1(C(=O)COC(=O)CC)CC[C@H]2[C@@H]3CCC4=CC(=O)C=C[C@]4(C)[C@H]3[C@@H](O)C[C@@]21C	1%	0%	i	14%	15%	-1%	-3%	-14%	-28
CC(C)(C)c1ccc(S(=O)(=O)N2CCN(CC(=O)N3CC(=O)Nc4ccccc43)CC2)cc1	.	-14%	i	-6%	4%	-16%	2%	-2%	9
O=C(Nc1ccc(Cl)cc1)C1CC2CCCC(C1)C2=O (stereo unspecified)	-4%	-12%	i	8%	6%	6%	8%	1%	-1
Cc1cccc(Cn2c(CN3CCCC(C)C3)nc3c2c(=O)n(C)c(=O)n3C)c1 (stereo unspecified)	3%	4%	i	.	.	0%	.	.	.
CNC(=O)c1cc2cccc(OC)c2oc1=O	0%	-9%	i	-5%	-1%	0%	37%	2%	15
COc1ccc(CC(=O)N(Cc2ccccc2)c2ccc(C)cc2)cc1OC	16%	-1%	i	-1%	-10%	-23%	14%	-2%	12
Cn1cc(/C=C(\NC(=O)c2ccccc2Cl)C(=O)NCCCn2ccnc2)c2ccccc21	-4%	11%	i	-18%	17%	-11%	19%	?	-16
O=C(CN1CCOC1=O)N1CCCC(N2CCN(c3cccc(C(F)(F)F)c3)CC2)C1 (stereo unspecified)	.	0%	i	-4%	2%	-12%	-6%	-6%	2
Cc1cc2nc(C(C)(C)C)c(Cc3ccccc3)n2c(C)c1Br	24%	0%	i	1%	-1%	-49%	.	.	64
COc1ccc(C)cc1NC(=O)C1C2C=CC(C2)C1C(=O)O (stereo unspecified)	-15%	-4%	i	1%	-2%	-5%	-2%	-12%	-5
Cc1c2cnn(CC(=O)NCc3ccccn3)c(=O)c2c(C)n1Cc1ccccc1	2%	10%	i	3%	1%	-8%	0%	-1%	11
C=CCC1(NCc2ccco2)CCN(CC)CC1	-5%	3%	i	-6%	-4%	1%	?	-4%	-14
c1ccc(-c2nc(-c3ccco3)cs2)nc1	44%[activator]	17%	i	-5%	3%	-15%	14%	6%	-8
Cc1ccc(S(=O)(=O)N/N=C/c2ccc(O)cc2O)cc1[N+](=O)[O-]	0%	-5%	i	-24%	-7%	4%	-10%	-11%	24
C[C@@H](c1ccccc1)N1C[C@@H](COCc2ccccc2)Oc2cc(N3CCC[C@@H]3CO)ccc2S1(=O)=O	-9%	-22%	i	0%	10%	.	.	.	0
CC(C)[C@H](NC(=O)N1CC(=O)Nc2ccccc21)C(=O)N1CCC[C@H]1C(=O)O	-7%	0%	i	-1%	-1%	-7%	-6%	-1%	-10
N#CCSc1nnc(C2CCCCC2)n1Cc1ccccc1	13%	7%	i	8%	4%	1%	?	1%	-7
CCN1CCN(CCCN(Cc2ccco2)C(=S)Nc2ccc(C)c(Cl)c2)CC1	-18%	-8%	i	-20%	?	-26%	?	5%	?
O=C1CC(c2ccccc2)CC(O)=C1C=Nc1ccccc1 (stereo unspecified)	-8%[11.3 µM]	3%	i	-7%	-4%	5%	-4%	-6%	0
Cc1cccc(CCNC(=O)CNS(=O)(=O)c2ccc3nc(C)sc3c2)c1	-8%	7%	i	-2%	3%	-2%	1%	14%	?
C#CC1(NC(=S)Nc2cccc(OC)c2)CCCCC1	.	4%	i	-1%	-24%	-6%	.	.	15
Cc1c(C(=O)NC(=S)Nc2ccccc2N2CCCC2)cccc1[N+](=O)[O-]	5%	-11%	i	-2%	-5%	2%	9%	12%	1
C/C(=N\O)c1cc(Cl)ccc1O	.	5%	i	0%	-13%	10%	4%	4%	-26
O=C(NNc1ccc([N+](=O)[O-])cc1)Nc1ccccc1	.	1%	?	-4%	-6%	-7%	4%	-1%	-5
O=C1C2C3C=CC(CNS(=O)(=O)c4ccccc4)(O3)C2C(=O)N1c1ccc(Cl)cc1 (stereo unspecified)	4%	4%	i	2%	-10%	-6%	?	12µM*	6
CCOC(=O)N1CCN(S(=O)(=O)c2ccc(C)cc2)CC1	-1%	0%	i	4%	9%	12%	-2%	-4%	2
CC(=O)COc1ccc2c(C)c(-c3ccccc3)c(=O)oc2c1	-11%	-20%	i	-11%	-18%	-26%	-3%	-2%	-6
CCCCOCCCNC(=O)C1CCCCC1	3%	7%	i	14%	-9%	5%	12µM*	?	-4
Cc1cccc(NC(=O)c2cc(S(=O)(=O)N3CCCC3)cn2C)c1	-17%	-30%	i	-4%	-6%	-30%	7%	5%	0
Cc1ccc2cc(C#N)c(N3CCCN(C(=S)NCCCN(C)C)CC3)nc2c1	0%	?	?	21µM*	21µM*	-58%	3.7µM*	23µM*	?
O=C(NCc1ccccc1)c1ccc(CN2CCOCC2)cc1	7%	9%	?	-5%	-5%	10%	13%	2%	20
COc1ccc(N2CC(C(=O)N3CCN(c4ccccc4OC)CC3)CC2=O)cc1 (stereo unspecified)	-7%	2%	i	1%	-2%	0%	2%	-9%	-7
O=C(COc1ccccc1)NCC(c1ccco1)N1CCN(c2ccc(F)cc2)CC1 (stereo unspecified)	-26%	0%	i	-18%	-2%	-5%	-1%	?	-54*
COc1ccc(S(=O)(=O)NCCSc2ccc(C)cc2)cc1OC	-11%	-12%	i	0%	-7%	-2%	5%	0%	3
CCCOC(=O)c1ccc(NC(=O)c2cnccn2)cc1	16%	2%	i	1%	-6%	-25%	3%	19%	9
COC(=O)CSc1nnc(CNC(=O)c2ccc(S(=O)(=O)N3CCCCC3)cc2)n1C	-2%	0%	i	12%	22%	2%	2%	-10%	17
CCCOc1cccc(C(=O)N(Cc2ccc(OC)c(OC)c2)C2CCS(=O)(=O)C2)c1 (stereo unspecified)	4%	-8%	i	11%	-5%	2%	-2%	-1%	-10

Structural class, the compounds so far with a Cl atom
SMILES	ATXN2 expr inh	KB-3-1 cytotox	S2 tox	HT1080NT lethal	HT1080 IDH1KD tx	HepG2 viability	MCF10A rerep	SW480 rerep	IL1B secr inh
O=[N+]([O-])c1ccc(Cl)c(S(=O)(=O)Nc2ccc(-c3ccc(N4CCCC4)nn3)cc2)c1	5%	9%	?	-4%	-12%	-2%	15%	-7%	-85*
COc1ccc([C@@H]2[C@@H]3C(=O)N(C(C)(C)C)C(=O)[C@@H]3[C@]3(C)C(=O)N(c4cccc(Cl)c4)C(=O)N23)cc1	0%	2%	i	0%	-2%	8%	?	-18%	20
O=C1c2ccccc2C(=O)N1CC(O)COc1ccccc1Cl (stereo unspecified)	.	6%	i	0%	2%	-8%	0%	-5%	-10
O=C(Nc1ccc(Cl)cc1)C1CC2CCCC(C1)C2=O (stereo unspecified)	-4%	-12%	i	8%	6%	6%	8%	1%	-1
Cn1cc(/C=C(\NC(=O)c2ccccc2Cl)C(=O)NCCCn2ccnc2)c2ccccc21	-4%	11%	i	-18%	17%	-11%	19%	?	-16
CCN1CCN(CCCN(Cc2ccco2)C(=S)Nc2ccc(C)c(Cl)c2)CC1	-18%	-8%	i	-20%	?	-26%	?	5%	?
C/C(=N\O)c1cc(Cl)ccc1O	.	5%	i	0%	-13%	10%	4%	4%	-26
O=C1C2C3C=CC(CNS(=O)(=O)c4ccccc4)(O3)C2C(=O)N1c1ccc(Cl)cc1 (stereo unspecified)	4%	4%	i	2%	-10%	-6%	?	12µM*	6
